High-throughput results as filed in PubChem.
D1 antag – blocks dopamine activation of the human D1 receptor | P21728 | HEK293 TREx D1 cells, calcium flux, dopamine EC80; active compounds read low | activity change, negative = inhibition, % at 10 µM | 360,000 compounds, 3.2% hits | AID 504652; in the data active = activity change below about -30%; also: % is scaled to controls: 0 for no effect and ±100 for the full control effect
Target sequence (P21728 whole entry, looked up): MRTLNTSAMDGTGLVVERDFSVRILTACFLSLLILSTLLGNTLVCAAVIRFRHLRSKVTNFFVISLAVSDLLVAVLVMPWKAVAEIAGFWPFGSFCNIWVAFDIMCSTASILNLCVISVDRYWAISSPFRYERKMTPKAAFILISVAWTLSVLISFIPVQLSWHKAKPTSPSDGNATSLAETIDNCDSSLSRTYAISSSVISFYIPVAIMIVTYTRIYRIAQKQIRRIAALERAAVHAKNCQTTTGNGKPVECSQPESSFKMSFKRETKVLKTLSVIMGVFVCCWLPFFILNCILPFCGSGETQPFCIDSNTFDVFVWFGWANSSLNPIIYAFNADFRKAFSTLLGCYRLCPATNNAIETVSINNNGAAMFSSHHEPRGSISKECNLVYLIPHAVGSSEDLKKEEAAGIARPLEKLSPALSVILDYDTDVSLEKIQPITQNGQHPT
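Cells carrying a force-coupled, tetracycline-inducible human D1 receptor report calcium flux. Each well gets a 10 s baseline, compound with 180 s monitoring, then an EC80 dopamine stimulus with a second 180 s kinetic read.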
D1 agonist – activates the human D1 dopamine receptor; 360,000 compounds, 1% hits; activation, % at 2 µM; HEK293 T-REx D1 cells, calcium flux, agonist mode; in the data active = activation above about 30%; also: 0% is about no effect
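Agonism was scored from calcium flux recorded over 180 s (1 read/s) after pintool compound addition, following a 10-cycle baseline. Cells were inducible force-coupled HEK293 TREx D1, plated overnight at 30 C and loaded with no-wash calcium dye.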
RXFP1 agonist – activates the human relaxin receptor RXFP1. Q9HBX9. 370,000 compounds, 0.3% hits. HEK293T-RXFP1 cAMP TR-FRET, 30 min; response scale: percent of porcine relaxin response, buffer zero. Potency, µM (series often up to 57.5 µM), without a hit: at the highest dose activation, actives largely listed as activators. AID 2676; active = well fitted activation curve with a large enough effect; inconclusive = small, poorly fitted or top-dose-only effect; also: potency is read from the fitted curve at half-maximal effect; % is scaled to controls: 0 for no effect and ±100 for the full control effect; nearly all actives have a fitted effect of over 60% in size; many of its hits are not listed in these tables
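HEK293T cells stably expressing RXFP1 were pretreated with the PDE4 inhibitor Ro 20174, exposed to compounds for 30 min at 37C, lysed, and cAMP was read by TR-FRET. Data normalized to buffer (basal) and 29 nM porcine relaxin (100%).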
TRHR enhancer – TRH receptor (human) allosteric enhancement | enhancement, % at 2 µM | P34981 | 360,000 compounds, 0.66% hits | TRHR cells, fluo-8 calcium fluorescence, EC20 TRH enhancement; in the data active = enhancement above about 30%; also: 0% is about no effect
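Enhancer read-out: after compound pinning and an initial kinetic agonist-mode read, an EC20 of TRH (10 nM final) was injected and fluo-8 calcium signal (Ex 480/Em 530) followed at 1 s/cycle for 100 cycles in TRHR-expressing cells.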
D2 antagonist – D2 dopamine receptor (human) antagonism; P14416; HEK293 TREx D2 cells, calcium flux, dopamine EC80; inhibition, % at 10 µM; 340,000 compounds, 2% hits; in the data active = inhibition above about 30%; also: 0% is about no effect
Target sequence (P14416 whole entry, looked up): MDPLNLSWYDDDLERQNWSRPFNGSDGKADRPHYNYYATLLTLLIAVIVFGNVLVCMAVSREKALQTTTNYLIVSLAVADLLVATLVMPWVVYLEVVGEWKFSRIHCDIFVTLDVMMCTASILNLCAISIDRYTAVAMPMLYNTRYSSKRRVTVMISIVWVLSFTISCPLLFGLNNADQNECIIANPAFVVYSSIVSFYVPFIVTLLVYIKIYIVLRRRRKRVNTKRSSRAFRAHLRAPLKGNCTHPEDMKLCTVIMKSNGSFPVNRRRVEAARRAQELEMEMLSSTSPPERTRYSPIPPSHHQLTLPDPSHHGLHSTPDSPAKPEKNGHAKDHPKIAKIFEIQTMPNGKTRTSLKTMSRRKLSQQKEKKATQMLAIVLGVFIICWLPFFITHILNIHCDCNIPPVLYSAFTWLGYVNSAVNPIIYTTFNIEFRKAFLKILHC
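Overnight-induced (tetracycline, 30 C) HEK293 T-REx cells carrying force-coupled D2 receive a no-wash calcium dye, then compound, then EC80 dopamine at 180 s; signals are read kinetically throughout.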
D1 potentiator – human D1 dopamine receptor positive modulation; P21728; HEK293 TREx D1 cells, calcium flux, dopamine EC20 potentiation; potentiation, % at 10 µM; 360,000 compounds, 0.036% hits; in the data active = potentiation above about 30%; also: 0% is about no effect
D2 PAM – positively modulates the human D2 dopamine receptor allosterically | HEK293 T-REx D2, calcium flux, EC20 dopamine potentiation | potentiation, % at 10 µM | 340,000 compounds, 0.34% hits | AID 485347;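 active = potentiation over 3 SD above the plate norm, cut at about 30% in these data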; also: 0% is about no effect
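Using a no-wash calcium dye in inducible, force-coupled HEK293 Trex cells expressing D2, we tracked fluorescence each second for 180 s after compound, then for 180 s after EC20 dopamine to detect augmented signalling.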
D2 ag – D2 dopamine receptor (human) agonism; HEK293 T-REx D2 cells, calcium flux agonist mode; activation, % at 2 µM; 340,000 compounds, 0.53% hits; AID 485358;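 active = activation over 3 SD above normal in the single-dose calcium agonist read, cut at about 30% in these data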; also: 0% is about no effect
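Agonism is scored from calcium flux in a force-coupled, inducible HEK293 cell line expressing D2, read kinetically for 180 s after compound addition against dopamine controls.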
RXFP1 antag – blocks the human relaxin receptor RXFP1; HEK293-RXFP1, relaxin-stimulated cAMP HTRF, 30 min; active compounds read low; activity change, negative = inhibition, % at 57.5 µM; 350,000 compounds, 0.59% hits; AID 1259400;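 active = activity change of -60% or lower, but not beyond a set lower limit; inconclusive = change between -60% and -40%, or beyond the set limit; inactive = change above -40%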; also: % is scaled to controls: 0 for no effect and ±100 for the full control effect
Starred values were filed as active, the others as inactive; ? = inconclusive; / = not tested or not shown; & = joins results of further samples. The list is partial; rates above refer to the full screens.

Molecule	D1 antag	D1 agonist	RXFP1 agonist	TRHR enhancer	D2 antagonist	D1 potentiator	D2 PAM	D2 ag	RXFP1 antag
CCn1c(SCC(=O)Nc2ccc3c(c2)OCO3)nc2c1c(=O)n(C)c(=O)n2C	0	0	2.3%	-2	-13	-3	3	-0.5	2
COc1ccc2oc(-c3ccc(C)c(NC(=O)Cc4ccc(Cl)cc4)c3)nc2c1	8	-1	13%	0	/	1	-6	0.7	/
COc1cc(C(=O)Oc2ccc(/C=N/NC(=O)c3ccncc3)cc2)cc(OC)c1OC	-16	6	-0.2%	-9	-4	-4	1	0.5	-26
Cc1cccc(C(=O)N=c2sccn2C)c1[N+](=O)[O-]	2	0	8.2%	4	-2	2	5	-0.7	-2
CCc1cc2c(=O)[nH]c(Cc3ccc(OC)cc3)nc2s1	1	3	1.9%	4	-3	0	10	-0.8	-3
Brc1cccc(-c2cnn3c(-c4ccccc4)cc(-c4ccccc4)nc23)c1	4	6	4.7%	-2	/	1	-2	0.8	5
COc1cc2[nH]c(=O)n(CCCCCC(=O)NCCCN3CCCC3=O)c(=O)c2cc1OC	-18	1	0.4%	-5	-5	3	-3	0.7	-5
COc1cc(C)c(Cl)cc1S(=O)(=O)n1cnc2ccccc21	0	1	0.2%	-23	-5	-1	-7	-0.8	10
CC(Cc1ccccc1)C(=O)N(C)Cc1cccnc1 (configuration not stated)	28	-2	-1.0%	8	9	-4	13	0.0	/
COc1ccc([C@H]2CC(=O)C=C(c3cccc(OC(F)(F)F)c3)C2)cc1	-30*	7	-0.2%	3	-2	9	7	1.3	/
COc1cc(OC)c(C2=NOC(C(=O)NCc3cccnc3)C2)cc1Cl (configuration not stated)	-14	1	-0.1%	2	-1	1	2	0.0	-4
O=C(NCC1CCCO1)c1ccc2c(=O)n(-c3ccc(F)cc3)c(=S)[nH]c2c1 (configuration not stated)	8	6	?	-1	-3	-1	-2	1.0	-11
O=C(Cc1ccccc1)c1nnc(-c2ccccc2)o1	0	1	4.3%	5	-5	-3	3	-1.8	-12
C/C(=N\NC(=O)COc1ccc(C(C)(C)C)cc1)c1cc2ccccc2o1	10	0	0.2%	8	11	-5	-2	0.4	-2
C/C(Nc1ccc(F)cc1)=C(/C#N)C(N)=O	-3	1	0.0%	-3	-5	-8	3	0.3	-12
O=C(NN1CCOCC1)c1cc(-c2ccc(Cl)c(Cl)c2)nc2ccccc12	-17	0	0.7%	-1	5	-8	2	2.5	-8
COC(=O)/C(=C\C(=O)c1ccc([N+](=O)[O-])cc1)Nc1ccc(OC)cc1	-18	-1	-0.2%	0	3	-6	3	-0.2	-22
CC(C)Cc1nnc(NC(=O)C2CCN(C(=O)c3ccc(Cl)cc3)CC2)s1	8	5	-0.5%	6	1	2	17	-0.8	-22
Cc1ccc(S(=O)(=O)CCC(=O)OCn2nnc3ccccc3c2=O)cc1	1	3	3.3%	-5	-3	-1	2	-0.7	-1
Cc1ccc(-n2cc[nH]c2=S)cc1C	-12	2	-0.9%	3	0	4	-11	0.2	-4
CC(C)CN1CCN(Cc2cn(C)c3ccccc23)CC1CCO (configuration not stated)	12	-1	-0.1%	-1	1	-10	-8	0.5	-5
CCOc1ccc(-c2nc(CSCC(=O)NCc3ccc(C)cc3)c(C)o2)cc1	0	5	2.4%	11	/	-3	5	1.3	1
CC(C)N(Cc1nccn1C)C(=O)c1cc(COc2cccc(C(F)(F)F)c2)on1	-3	12	-0.3%	-6	6	-10	-6	-0.5	-8
Cc1cccc(N2CN(Cc3cccnc3)CNC2=S)c1C	-3	2	3.8%	9	5	8	6	0.5	/
Oc1c(/C=N/c2ncn[nH]2)ccc2ccccc12	17	4	1.6%	-2	-29	-6	9	-0.1	12
C[C@H](NC(=O)N1CCn2c1nc1ccccc12)C(=O)NCc1ccco1	2	3	1.9%	12	12	1	-1	-0.1	-1
COc1ccccc1CNc1nc2nc(C)c(Cl)c(C)n2n1	2	-2	3.1%	4	/	0	9	-1.1	0
CN(C)c1ncc(S(=O)(=O)c2ccc(Cl)cc2)c(-c2ccc(Cl)cc2Cl)n1	-12	5	0.0%	-8	-14	-11	22	0.1	-3
Nc1c(-c2nc(-c3ccc4c(c3)OCO4)cs2)c2ccccn2c1C(=O)c1ccccc1	-41*	0	-0.6%	18	/	1	-7	-0.4	-1
COc1ccc(NC(=O)CSc2ncnc3c2sc2ccccc23)c(OC)c1	-1	4	-2.4%	10	-15	1	9	-0.6	-7
CCCCCCCNC(=O)C1CC(=O)N(C)C(=Nc2ccc(OC)cc2)S1 (configuration not stated)	1	7	-0.6%	-1	0	0	-17	0.0	-9
NS(=O)(=O)c1ccc(CCNC(=O)c2ccco2)cc1	-13	5	2.9%	12	18	-1	4	3.9	-12
Cc1c(C(=O)N2CCN(S(=O)(=O)c3ccccc3F)CC2)oc2c(Cl)cccc12	7	3	1.3%	10	-15	9	8	0.5	6
CCC1(c2ccccc2)NC(=O)N(CC(=O)Nc2ccc(S(=O)(=O)NC3=NCCCCC3)cc2)C1=O (configuration not stated)	-10	1	0.1%	14	-6	3	-18	-0.5	-7
CCOC(=O)C1CCN(C2=NC(=O)/C(=C/c3ccc(Cl)cc3)S2)CC1	-17	1	-2.7%	0	4	-4	-5	-0.5	-29
O=C(O)c1ccc(Cl)c(NCc2ccncc2)c1	-8	4	-1.1%	11	-31	0	0	-0.4	-8
c1csc(-c2csc3ncnc(NCCCN4CCOCC4)c23)c1	-11	1	9.6%	-3	11	-4	-21	0.3	-13
CC1CCN(CC2CCN(C(=O)NCc3ccc(F)cc3)CC2)CC1	-3	2	1.3%	-2	/	-4	1	0.6	0
CCCCOC(=O)c1ccc(NC(=O)c2cc(Cl)ccc2OC)cc1	-10	12	-0.4%	9	2	-4	2	0.7	-10
Cc1ccc2c(N)[nH]nc2n1	1	3	0.7%	9	15	4	-7	-0.2	-7
O=Nc1c(O)[nH]c2ccc(F)cc12	6	1	1.1%	3	-7	-1	3	0.4	1
O=C(CCN1C(=O)c2ccccc2S1(=O)=O)N1CCN(c2ccccc2F)CC1	10	-1	-1.0%	-3	-4	-1	18	-0.5	-112*
Cc1ccc(N2CCN(S(=O)(=O)N3CCCCCC3)CC2)cc1Cl	-8	1	1.3%	14	-19	5	28	0.0	25
Cc1ccc(CS(=O)Cc2ccc(C(=O)NCc3cccs3)o2)cc1 (configuration not stated)	33	1	-0.1%	-6	-21	3	10	-0.8	1
COc1ccccc1Cn1c(CNS(=O)(=O)c2c(C)cc(C)cc2C)nc2cccnc21	-21	2	-0.4%	-6	/	-7	1	/	-20
CCCCC(=O)Nc1nn(CC)c2nc3c(C)cccc3cc12	8	2	3.3%	4	19	1	6	-0.7	-21
O=C1C(Nc2ccccc2)=CC(c2ccc(Br)cc2)N1c1ccccc1 (configuration not stated)	0	6	8.6%	-4	/	2	/	-0.7	-7
O=C(N/N=C/c1ccccn1)c1ccc(NC(=O)c2ccc(F)cc2)cc1	-4	5	-2.7%	-5	-12	-5	-25	-0.1	-29
O=C(Cc1ccc([N+](=O)[O-])cc1)NNC(=O)c1cccs1	-9	4	3.1%	13	-13	3	2	0.0	-7
O=C(CNCc1ccccc1)NC1C2CC3CC(C2)CC1C3 (configuration not stated)	-7	6	0.4%	6	-12	-17	6	0.0	-15
O=C(c1ccccc1)N1N=C(c2ccccc2)CC1c1ccccc1O (configuration not stated)	31	3	0.6%	7	-28	-5	-4	0.7	-21
Cc1ccsc1C1C(C#N)=C(N)N(N(C)C)C2=C1C(=O)CC(C)(C)C2 (configuration not stated)	11	4	-0.8%	4	9	10	2	0.7	-1
Cc1nn(-c2ccc(N3CCOCC3)nn2)c(C)c1CCC(=O)NCc1ccccc1	6&-5	3&1	0.2%&4.3%	2&-7	-5	-2&-4	-5&3	0.3	21
Cc1ccc(NC(=O)C2CCCN2S(=O)(=O)c2cccc3nsnc23)c(C)c1 (configuration not stated)	-17	-1	0.0%	-5	/	-2	0	0.9	-9
O=C(NCC1CCN(Cc2cccc(F)c2)CC1)c1cc2ccc3cccnc3c2[nH]1	-2	-1	1.2%	4	/	-4	2	/	?
CC(=O)NC(CC(=O)O)c1ccccc1 (configuration not stated)	12	2	-2.1%	-4	7	5	0	1.2	6
COc1ccc(/C(C#N)=C/c2ccccn2)cc1	-26	0	-0.5%	9	-15	-3	-1	-1.6	3
CCC(=O)Nc1cccc(NC(=O)CSc2nnc(C3CC3)n2C)c1	-2	2	0.4%	-7	31*	-3	0	0.3	-1
O=C(Nc1ccnn1C1CCN(C(=O)c2cccc(Cl)c2)CC1)C1CC1	-1	0	-0.9%	-13	-9	0	0	0.3	5
Cc1ccc(C(=O)NNC(=O)C2CCCN(c3ncccn3)C2)cc1 (configuration not stated)	-21	2	0.0%	-5	-1	-8	7	1.3	-8

Carrying on.
Molecule	D1 antag	D1 agonist	RXFP1 agonist	TRHR enhancer	D2 antagonist	D1 potentiator	D2 PAM	D2 ag	RXFP1 antag
O=C(CCCN1C(=O)/C(=C/c2ccco2)SC1=S)Nc1ccccc1	-10	0	-2.1%	-4	-16	-3	-4	-0.1	-13
O=C(c1ccc(NS(=O)(=O)c2ccc(Cl)c(Cl)c2)cc1)N1CCOCC1	5	1	0.2%	4	-6	2	6	0.2	2
COc1cc(C(=O)O)cc(NC(=O)c2cccs2)c1OC	-14	7	-0.3%	8	-2	-7	-6	4.8	5
Cc1cc(=O)n(CCCO)c(O)c1C#N	3	6	-0.1%	-4	3	1	-5	0.7	-5
CCN1C(=O)c2ccccc2S(=O)c2ccc(C(=O)NC3CC3)cc21 (configuration not stated)	9	0	0.6%	1	4	0	0	-2.7	8
